mcGAS MS inh – blocks mouse cGAS cGAMP production. Q8C6L5. 130,000 compounds, 0.18% hits. recombinant mouse cGAS, cGAMP by RapidFire MS. inhibition, % at 12.5 µM;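 active = inhibition of cGAS enzyme activity at or above 60%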;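 note: enzyme stimulated by 45 bp dsDNA with ATP and GTP substrates; cGAMP share of summed cGAMP plus half ATP and half GTP signals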
Target sequence (Q8C6L5 whole entry, looked up): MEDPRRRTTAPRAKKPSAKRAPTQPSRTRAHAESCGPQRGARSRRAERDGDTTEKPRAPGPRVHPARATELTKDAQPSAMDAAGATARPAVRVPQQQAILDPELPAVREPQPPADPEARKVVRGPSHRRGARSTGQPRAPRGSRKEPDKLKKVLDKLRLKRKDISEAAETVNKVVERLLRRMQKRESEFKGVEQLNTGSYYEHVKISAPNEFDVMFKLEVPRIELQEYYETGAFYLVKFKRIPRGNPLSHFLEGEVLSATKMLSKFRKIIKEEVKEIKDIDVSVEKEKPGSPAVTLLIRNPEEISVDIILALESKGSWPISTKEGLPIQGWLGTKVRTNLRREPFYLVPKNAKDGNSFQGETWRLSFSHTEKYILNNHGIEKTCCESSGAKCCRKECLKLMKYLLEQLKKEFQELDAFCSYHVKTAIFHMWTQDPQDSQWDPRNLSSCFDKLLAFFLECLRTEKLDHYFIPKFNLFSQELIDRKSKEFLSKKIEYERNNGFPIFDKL
An asterisk follows results filed as active; & = joins results of further samples. These rows are one share of the data; count on the stated rates, not on these rows.

SMILES | mcGAS MS inh
COCC(=O)N(c1c(C)cccc1C)C(C)C(=O)N1CCN(Cc2ccc3ccccc3c2)CC1 (configuration not stated) | 0
Cc1cccc(NC(=O)CSc2nnc(CNC(=O)COc3ccc(Cl)cc3)n2-c2ccc(Cl)c(Cl)c2)c1 | -14
CCOC(=O)c1cn(Cc2c(F)cccc2Cl)nc1S(=O)(=O)N1CCSCC1 | 12
Oc1ccc(-c2n[nH]c(C(F)(F)F)c2-c2cscn2)c(O)c1 | -19
COc1ccc(-n2c(C)c(C)n3c4c(=O)n(CC(C)=O)c(=O)n(C)c4nc23)cc1Cl | -3
Cc1ccc(S(=O)(=O)/C(C#N)=C/N2CCN(c3ccccc3)CC2)cc1 | 1
COC(=O)c1ccc(Nc2nnc(-c3ccc(C(=O)NCCO)cc3)c3ccccc23)cc1 | -3
COc1ccc(C(=O)NCCNc2ccc(Nc3ccccn3)nn2)cc1 | -10
CSc1ccccc1NS(=O)(=O)c1ccccc1F | 18
CCOC(=O)CCNC(=O)N1CCCC1c1nc2ccc(F)cc2[nH]1 (configuration not stated) | -15
CC(=O)Nc1ccc(CN(Cc2ccc(F)cc2)CC2CCCO2)cc1 (configuration not stated) | -7
O=S1(=O)CCC(N=Cc2c(F)cccc2Cl)C1 (configuration not stated) | -6
Cc1ccc(NS(=O)(=O)c2ccc(Cl)c(C(=O)O)c2)cc1S(=O)(=O)N(C)C | -6
Cc1ccc(C2(O)CCN(Cc3cccc(Oc4ccccc4)c3)CC2)nc1 | -62
Cn1c(N)c(C(=O)CSc2nn(-c3ccc(F)cc3)c(=S)s2)c(=O)n(C)c1=O | -10
COc1nc(C(=O)N2CCN(C)CC2C)cc2ccccc12 (configuration not stated) | -4
COc1ccc2c(c1OC)C(=O)N(c1ccc(C(C)=O)cc1)C2=O | -13
COC(=O)c1ccc(Cn2cnc3c(nnn3C)c2=O)o1 | -2
Cc1cccn2c(=O)c3cc(C(=O)NC4CCCC4)sc3nc12 | -9&-7
CCc1ccc(C(=O)C[n+]2cccc3cc(OC)ccc32)cc1 | -3
Cc1cc(C(=O)NCC2CC2)c2c(Br)cccc2n1 | -4
Cc1c(C(=O)NCc2ccc(Cl)c(Cl)c2)sc(=O)n1Cc1ccc(F)cc1 | -2
CN1CCN(N=c2cc(-c3ccccc3)oc3ccccc23)CC1 | -3
CN(C)CC1COCCN(Cc2cccn2-c2ccc(Cl)cn2)C1 (configuration not stated) | -14
Brc1ccc(-c2noc(-c3ccccc3Br)n2)o1 | -10
CNC(=O)c1ccc(S(=O)(=O)Nc2cc(C(F)(F)F)ccc2N2CCOCC2)cc1 | -13
O=C(CN1CCCC1c1cccs1)NC(=O)NC1CCCCC1 (configuration not stated) | 3
Cc1cccn2c(=O)nc(SCc3ccc(Cl)c(Cl)c3)nc12 | -10
Cc1[nH]nc(C(=O)N2CCN(CC(F)(F)F)CC2)c1Br | 7
CC(=O)NC12CC3CC(C1)CC(C(=O)Nc1nc4c(F)cc(F)cc4s1)(C3)C2 | -7

The list goes on, starting with the last two of the part before.
SMILES | mcGAS MS inh
Cc1[nH]nc(C(=O)N2CCN(CC(F)(F)F)CC2)c1Br | 7
CC(=O)NC12CC3CC(C1)CC(C(=O)Nc1nc4c(F)cc(F)cc4s1)(C3)C2 | -7
Cc1nc(-c2cccs2)sc1C(=O)OCc1cc(=O)n2c(C)csc2n1 | 17
Clc1ccccc1Cn1cccc1C1=NCCO1 | -7
CC1(C(=O)NS(=O)(=O)c2cccc(Cl)c2)CCN1C(=O)C1CC1 (configuration not stated) | -7
CC(/C=C1\N=C(c2ccc(C)cc2)OC1=O)=C\c1ccccc1 | 2
Cc1cc(-c2c(-c3ccccc3)ncn2CCc2cnccn2)c(C)n1C(C)C | -5
CCCOc1ccc(-c2c(=O)n(OCc3ccccc3C(=O)OC)c3ccccc3[n+]2[O-])cc1 | -10
Cc1cc(NC(=O)c2ccc(-n3nccc3C)cc2)ccn1 | 6
CC1(C(=O)NS(=O)(=O)c2ccc(Cl)cc2)CCN1C(=O)C/C=C/c1ccccc1 (configuration not stated) | -6
CCc1cccc2c1Sc1ccccc1CC2N1CCNCC1 (configuration not stated) | -3
Cc1ccc(OCCSc2nc3ccccc3n2Cc2ccccc2)cc1C | -2
COc1ccc(CN2CCNC(=O)C2CC(=O)NCCCSC)cc1OC (configuration not stated) | -3
Cc1ccc(CN2CCN(Cc3nc4c(s3)CCCC4)CC2CCO)o1 (configuration not stated) | -2
Cc1cc(C)cc(N2CCCn3c2nc2c3c(=O)[nH]c(=O)n2C)c1 | 0
Cn1c(=O)[nH]c(=O)c2c1nc(N1CCOCC1)n2CCSc1nc2ccccc2s1 | -5
COCCn1cc(NC(=O)NCc2cccc(OC)c2)c2ccccc21 | -4
O=C(Cc1ccccc1F)NCCC(=O)N1CCCc2ccccc21 | -8
CC(=O)N1CCc2ccc(S(=O)(=O)N3CCOC(C)C3)cc21 (configuration not stated) | -11
COC(=O)Cc1cc(OC(C)=O)n(-c2ccc(F)cc2)n1 | 11
CN(C)C(=O)Cn1cnc2sc3c(c2c1=O)CCCC3 | -1
COCCNC(=O)C1(C)CCCN(Cc2sc(C)nc2C)C1 (configuration not stated) | -8
CSc1ccccc1Nc1ncnc(N)c1[N+](=O)[O-] | 6
O=P(c1ccccc1)(c1ccccc1)C(O)c1ccccn1 (configuration not stated) | -7
COCC(C)N1CCN(c2nc(C(C)C)ns2)CC1 (configuration not stated) | 2
C=CCNC(=O)c1cc([N+](=O)[O-])cc2c(=O)[nH]c(Nc3ccc(Cl)c(Cl)c3)nc12 | -4
O=C(c1cc(CN2CCOCC2)on1)N1CCCCC1CCc1cccs1 (configuration not stated) | -6
O=c1[nH]nc(-c2ccc(F)cc2)c2sc(N3CCOCC3)nc12 | -2
O=C(CNCc1ccccc1)N1CCOC(C(F)(F)F)C1 (configuration not stated) | -4
Cc1cccc(C(=O)Nc2ccc(OC3CCOCC3)c(C)c2)n1 | -4
Cc1cccc(Nc2ncnc3c2nnn3C)c1 | -6
CCOC(=O)CN1C(=O)c2ccccc2NC12CCN(Cc1ccc(-c3ccccc3Cl)o1)CC2 | -1

An excerpt of these results, with each value named:
COCCNC(=O)C1(C)CCCN(Cc2sc(C)nc2C)C1 (configuration not stated)
  mcGAS MS inh: -8

CSc1ccccc1Nc1ncnc(N)c1[N+](=O)[O-]
  mcGAS MS inh: 6

Additional structures.
SMILES | mcGAS MS inh
c1cnc(N2CCN(C3CCC4(CCNCC4)CC3)CC2)cn1 | 44
C/C(=C/C(=O)N1CCN(C(=O)c2ccc3nc[nH]c3c2)CC1)C1CC1 | -38
O=C(NCCC1COc2ccccc2O1)c1ccc(-c2cccnc2)nc1 (configuration not stated) | -11
COC(=O)c1cc2c(=O)n(-c3ccccc3C(F)(F)F)ccc2nc1C | 0
C#CCOc1c(C=O)cc(C)cc1C(C)(C)C | -48
Cc1ccc(S(=O)(=O)NC(=O)C2(C)CCN2C(=O)Cc2ccsc2)nc1 (configuration not stated) | -7
O=C(O)CSc1nnc(-c2cccnc2)n1-c1ccccc1C(F)(F)F | -34
O=C(Nc1nc(-c2ccccc2)cs1)c1ccc2c(c1)OCO2 | -6
COc1ccccc1CCC(=O)N1CCC(CCC(=O)Nc2ccccc2)CC1 | 1
CC1Cc2ccccc2N1C(=O)CN1C(=O)c2ccccc2C1=O (configuration not stated) | -10
CN(C)C(CNS(=O)(=O)CC12CCC(CC1=O)C2(C)C)c1ccco1 (configuration not stated) | -1
CNC(=O)c1ccsc1NC(=O)c1cc(Cl)sc1Cl | -3
COc1ccccc1NC(=O)NCC(c1cccn1C)N1CCCC1 (configuration not stated) | -6
Clc1ccc(Nc2nc(NCCc3ccccc3)nc3nccnc23)cc1 | 12
c1nc(Sc2nnnn2C2CC2)c2ccsc2n1 | -8
O=C(C1CC2(CCNCC2)CN1)N1CCOc2ccc(Cl)cc2C1 (configuration not stated) | -1
CCCCN(C(=O)CSc1ncnc2sc3c(c12)CCC3)C1CCS(=O)(=O)C1 (configuration not stated) | -9
COc1ccc(Cc2nc3ccc(C(=O)N(C)CCc4cnn(C)c4)cc3o2)cc1OC | -7
COc1ccc2cc(CN3CCN(S(=O)(=O)N(C)C)CC3)c(=O)[nH]c2c1 | 8
N#Cc1cccc(NCC(=O)N2N=C(c3cccs3)CC2c2cccs2)c1 (configuration not stated) | -6
CCc1cc(=O)n2[nH]c(C(F)(F)F)c(-c3ccccc3)c2n1 | 1
FC(F)(F)c1ccc2nnc(SC/C=C/c3ccccc3)n2c1 | -6
C=CCN1C(=O)C(=O)N(c2ccccc2)C1=S | -35
CCc1nnc(NC(=O)CSc2nnc(NC(=O)c3cc(Cl)ccc3Cl)s2)s1 | 3
Cc1cc2c(c(-c3ccc4c(cnn4C)c3)c1)OC(CN)C2 (configuration not stated) | 15
CC[n+]1c(C)n(-c2ccccc2)c2ccc3ccccc3c21 | -1
CCCN(CCO)C(=O)CC1C(=O)NCCN1C(C)C (configuration not stated) | 4
COc1ccc(-c2cc(COC(=O)c3cccs3)no2)cc1OC | -4
c1ccc(-c2nccn2CC2OCCc3ccccc32)nc1 (configuration not stated) | -9
N#Cc1cccc(NC(=O)c2ccc3c(c2)COCO3)c1 | 2
Cc1cc(OCc2cccc(C(=O)O)c2)ccc1[N+](=O)[O-] | -32
CC(C)(C)C(NCC(=O)NC(=O)NCC(F)(F)F)c1cccs1 (configuration not stated) | 10
Cc1cc(C(=O)N(C)C2Cc3ccccc3C2)nc(C)n1 | -19
Cc1cc(C)c2c(c1C(=O)N(C)CC1OCCO1)CC(C)(C)C2=O | -28
CCOc1ccc(OCc2cccc(C(=O)OCC(F)(F)C(F)F)c2)cc1 | -4
Cc1ccc(NCC(=O)N(C)C2CCCCC2)c(F)c1 | 0&5
C=C1C(=O)O[C@@H]2[C@H]3O[C@]3(C)CC/C=C(\C)CC[C@@H]12 | 21
O=S1(=O)CCN2C(c3ccc(Cl)cc3)=CSC2=N1 | 55
Cc1ccc(C)c(S(=O)(=O)N(Cc2ccccc2)C2C=CS(=O)(=O)C2)c1 (configuration not stated) | -34
CC=CCn1c(SCC(=O)c2ccccc2)nc2c1c(=O)[nH]c(=O)n2C | -4
O=C(N[C@H]1CN[C@H](C(=O)N2CCOCC2)C1)c1cccc(Cl)c1Cl | -12
Fc1ccccc1-n1cn[nH]c1=S | -6
CCCCC1=NN2C(=N)/C(=C/c3ccc(C)cc3)C(=O)N=C2S1 | 8
Cc1cc(CS(=O)CC(=O)Nc2ccc(F)cc2F)no1 (configuration not stated) | -2
O=C(CN1CCc2ccccc2C1)Nc1ccc(N2CCOCC2)cc1 | -10
Fc1cccc(Nc2nc3ccc(Cl)cc3n3cnnc23)c1 | -4
Cc1cccnc1CN(c1nc(CCN)nc2ccccc12)C(C)C | -5
CCOC(=O)c1sc(NC(=O)c2cccnc2)nc1C | -4
Cc1cccc2c1c(-c1ccc(C(N)=O)cc1)nn2C | -23
C=C(Cl)CN(C)Cc1csc(C(C)OC)n1 (configuration not stated) | -3
Clc1ccc(CSc2nnc(-c3ccc4c(c3)OCO4)o2)cc1Cl | -6
Nc1ccc(S(=O)(=O)c2ccc(N)cc2)cc1 | -17&-2
CC1(C)CN(C(=O)OC(C)(C)C)c2ccccc2N1 | -2
CC(C)Cn1c(CCC(N)=O)n[nH]c1=S | -5
COC(=O)c1ccc(N2CCN(C)CC2)c(NC(=O)Cc2ccc(Cl)cc2)c1 | -3
CC1CCCC(CC(=O)Nc2ccc(-n3cncn3)nc2)C1 (configuration not stated) | 1
Cc1ccsc1CNc1ccc(C(=O)N(C)Cc2cc(C(C)C)on2)cc1 | -11
COCc1ccc(CN2CCN(Cc3ccsc3)C(CCO)C2)o1 (configuration not stated) | -12
COc1ccc(OC)c(CN2CCN(c3nc(C(F)(F)F)cs3)CC2)c1 | -1
COC(=O)c1sccc1NS(=O)(=O)c1ccc(C(C)(C)C)cc1 | 10

In the list so far, three have a COOH group.
SMILES | mcGAS MS inh
Cc1ccc(NS(=O)(=O)c2ccc(Cl)c(C(=O)O)c2)cc1S(=O)(=O)N(C)C | -6
O=C(O)CSc1nnc(-c2cccnc2)n1-c1ccccc1C(F)(F)F | -34
Cc1cc(OCc2cccc(C(=O)O)c2)ccc1[N+](=O)[O-] | -32

(next part)
SMILES | mcGAS MS inh
COc1cc(C)c(NC(=O)Cc2c(C)nn(C)c2C)cc1OC | 3
O=C(CCCc1cn[nH]c1)N1CCOC(Cc2ccc(F)cc2)C1 (configuration not stated) | -9
CC(C)c1cccc(N(C)C(=O)c2c[nH]c(=O)c(Br)c2)c1 | -3
C[C@@]1(O)CCN(c2cnccn2)C[C@@H]1Cc1ccccc1 | -10
C=CCN(Cc1ccccn1)C(=O)CCn1c(C)cc(C)nc1=O | -6
CCCCNC(=O)C1(C)CCN1Cc1ccc2ccccc2c1 (configuration not stated) | -8
O=C(NS(=O)(=O)c1cncc(Br)c1)c1ccc(OC(F)(F)F)cc1 | 13
Cc1ccc(NS(=O)(=O)c2cc(Cl)ccc2C#N)nc1 | -2
CC(=O)Nc1c2c(nn1-c1cc(C)cc(C)c1)CSC2 | -5
Cc1ccc(C(=O)O)n1C | 1
O=C(Nc1ccncc1NC(=O)c1ccccc1)c1ccccc1 | -3
CC(Cn1cccn1)Nc1nccc(CCC(F)(F)F)n1 (configuration not stated) | -3
COc1cccc(N2CC(C)Cn3c2nc2c3c(=O)n(CCN3CCOCC3)c(=O)n2C)c1 (configuration not stated) | -8
Cc1nc(S(=O)(=O)Nc2cccc(C(C)C)c2)cn1C | -14&-7
Cc1ccc(C(=O)Nc2ccc(SCc3ccncc3)nn2)cc1 | 2
Brc1ccc(C=C2CCC(C3=CCCC3)=C2N2CCOCC2)s1 | -10
O=C(C=Cc1ccc(Br)o1)OCc1cc(=O)oc2cc3c(cc12)CCC3 | -5

Screening data from PubChem.
